Screening data deposited in PubChem BioAssay by NCI.
Growth percent in the NCI-60 one-dose screen (48 h, 10 µM unless noted): 100 = growth as untreated, 0 = no growth, -100 = all killed.
M14 – M14 melanoma. AID 1794745. actives 6.2% (n = 80,000)
SK-MEL-2 – SK-MEL-2 melanoma. actives 4.7% (n = 77,000)
UACC-62 – UACC-62 melanoma; actives 5.4% (n = 81,000); AID 1794756
SK-MEL-28 – SK-MEL-28 melanoma | AID 1794761 | actives 4.1% (n = 81,000)
MDA-MB-435 – MDA-MB-435 melanoma; actives 7.8% (n = 82,000)
MALME-3M – MALME-3M melanoma; actives 5.8% (n = 78,000); AID 1794766
SK-MEL-5 – SK-MEL-5 melanoma; actives 6.4% (n = 80,000)
UACC-257 – UACC-257 melanoma; actives 4.4% (n = 78,000)
Starred values were filed as active, the others as inactive; . = no result given; [ ] = remark or other dose. How the source made its calls: active means growth percent below 10; inactive means the rest.

SMILES	M14	SK-MEL-2	UACC-62	SK-MEL-28	MDA-MB-435	MALME-3M	SK-MEL-5	UACC-257
CCN(CCCNC(=O)Cc1cc(=O)oc2cc(N(C)C)ccc12)CCNc1ccnc2cc(Cl)ccc12	12	117	99	85	47	88	76	42
COc1ccc(C2C=C(C)N=C3SC=C(C)N32)cc1 (centres undefined)	109	105	107	109	99	104	103	94
CNC(=O)c1cn(C2CC2)c2cc(N3CCN(C(=O)c4ccccc4)CC3)c(F)cc2c1=O	100	95	95	102	102	96	102	.
Cc1c(Cc2ccccc2)[n+](=O)c2ccccc2n1[O-]	107	113	105	111	103	100	100	107
Cc1ccc(Cc2cnc(NC(=O)c3ccc(-n4cnnn4)cc3)s2)cc1	46	98	20	72	40	81	77	76
CCOC(=O)C(C(=O)OCC)C(=O)c1cc(OC)c(OC)c(OC)c1	100	.	109	113	101	113	112	115
O=c1[nH]nc(-c2ccccc2)c2c(-c3ccccc3)onc12	45	31	34	70	17	37	11	71
CCNC(=O)c1[nH]cc(-c2ccccc2)c1-c1cc(OC)c2c(c1OC)OCO2	96	100	92	108	103	110	90	102
NCc1c(Cl)c(Cl)c(Cl)c(CN)c1Cl	108	106	97	109	107	129	104	109
CC1=NN(c2nc3ccccc3n3c(C)nnc23)C(=O)C1	112	107	.	105	108	95	104	97
CCCCCCCCCCC(CN(C)C)C(=O)c1ccccc1 (centres undefined)	81	96	85	97	92	110	75	91
Cn1c(N)cc(=O)n(C)c1=S	104	105	105	131	103	.	115	113
CC[N+](C)(CC)CCCC(C)Nc1ccnc2cc(Cl)ccc12 (centres undefined)	109	108	105	117	108	104	101	107
O=C(NNC(=O)c1ccc(NC(=O)c2ccccn2)cc1)Nc1ccc(Cl)cc1	104	101	97	105	103	108	100	104
CCCCCCCCc1cc(Cl)c(O)c(Cl)c1	107	.	99	112	102	100	108	104
COC(=O)CC1CSC(=S)N1c1ccc(F)c(F)c1 (centres undefined)	98	102	88	106	100	97	100	101
O=C1c2ccccc2C(=O)c2c(N=Nc3sc(=S)n(-c4ccc(O)cc4)c3O)cccc21	41	91	49	82	59	44	78	63
Cc1nc(-c2ccc(Cl)cc2)ccc1-c1nnc(SCC(=O)c2ccccc2)o1	102	107	87	103	106	93	97	109
CCc1nc(N)nc(N)n1	103	99	101	97	99	137	108	89
C#Cc1cccc(NC(=O)c2cccc(N=C=S)c2)c1	106[8.25 µM]	107[8.25 µM]	87[8.25 µM]	105[8.25 µM]	97[8.25 µM]	97[8.25 µM]	97[8.25 µM]	94[8.25 µM]
CCCCCCCCN1CCOCCOCCN(CCCCCCCC)c2nc(Cl)nc(n2)NCCOCCOCCNc2nc(Cl)nc1n2	102	121	85	106	105	107	91	93
COc1ccc(/C=N/n2cnc3oc(-c4ccccc4)cc3c2=N)cc1	.	107	75	84	80	91	96	93
CCOC(=O)C(C)(C)[N+](=O)[O-]	92	109	99	108	105	104	101	103
C=C1C(=O)O[C@H]2[C@H]1CC/C(COC(=O)n1ccnc1)=C\CC[C@@]1(C)O[C@@H]21	84	89	92	102	100	91	98	91
CC/C(=C(/c1ccc(OCCN(C)C)cc1)c1ccc(OC(=O)CCCCC(=O)c2c(C)[nH]c(/C=C3\N=C(c4ccc[nH]4)C=C3OC)c2C)cc1)c1ccccc1	-1.6*	69	75	86	61	39	36	90

An excerpt of these results, field by field.
SMILES: COc1ccc(C2C=C(C)N=C3SC=C(C)N32)cc1 (centres undefined)
  M14 = 109	SK-MEL-2 = 105	UACC-62 = 107	SK-MEL-28 = 109	MDA-MB-435 = 99	MALME-3M = 104	SK-MEL-5 = 103	UACC-257 = 94

SMILES: CNC(=O)c1cn(C2CC2)c2cc(N3CCN(C(=O)c4ccccc4)CC3)c(F)cc2c1=O
  M14 = 100	SK-MEL-2 = 95	UACC-62 = 95	SK-MEL-28 = 102	MDA-MB-435 = 102	MALME-3M = 96	SK-MEL-5 = 102	UACC-257 = .

SMILES: Cc1c(Cc2ccccc2)[n+](=O)c2ccccc2n1[O-]
  M14 = 107	SK-MEL-2 = 113	UACC-62 = 105	SK-MEL-28 = 111	MDA-MB-435 = 103	MALME-3M = 100	SK-MEL-5 = 100	UACC-257 = 107

Profiles, looked up by structure:
`CCOC(=O)C(C)(C)[N+](=O)[O-]` is listed as M14 = 92; SK-MEL-2 = 109; UACC-62 = 99; SK-MEL-28 = 108; MDA-MB-435 = 105; MALME-3M = 104; SK-MEL-5 = 101; UACC-257 = 103
`C=C1C(=O)O[C@H]2[C@H]1CC/C(COC(=O)n1ccnc1)=C\CC[C@@]1(C)O[C@@H]21` is listed as M14 = 84; SK-MEL-2 = 89; UACC-62 = 92; SK-MEL-28 = 102; MDA-MB-435 = 100; MALME-3M = 91; SK-MEL-5 = 98; UACC-257 = 91

Next structures.
SMILES	M14	SK-MEL-2	UACC-62	SK-MEL-28	MDA-MB-435	MALME-3M	SK-MEL-5	UACC-257
C=C(C)[C@@H]1CC[C@]2(C(=O)NCCO)CC[C@]3(C)[C@H](CC[C@@H]4[C@@](C)(CCC#N)[C@H](C(=C)C)CC[C@]43C)[C@@H]12	97	107	76	102	98	103	98	105
O=C1c2c(c3c4cccnc4[nH]c3c3ccc4ccccc4c23)C(=O)N1CCN1CCCCC1	46	114	50	97	69	77	48	94
OCCOc1c(Cl)cc(Cl)cc1Cl	107	126	95	97	103	101	.	90
Cc1cc(NC(=O)Nc2cc(Cl)ccc2C)no1	109	116	91	142	110	191	102	115
CC/C(=C\C(=O)O)C(=O)O	98	100	107	111	104	129	112	104
CC(=O)NC1=NC(=O)/C(=C/c2ccc(/C=C3/C(=O)N=C(NC(C)=O)N3C)cc2)N1C	106	108	97	109	109	100	102	103
CCn1cnc(C[C@H](NC(=O)[C@H](CCCCNC(=O)Nc2cc(C(F)(F)F)cc(C(F)(F)F)c2)NC(=O)Nc2cc(C(F)(F)F)cc(C(F)(F)F)c2)C(=O)OC)c1	-97*[100 µM]	-100*[100 µM]	-88*[100 µM]	-100*[100 µM]	-65*[100 µM]	-70*[100 µM]	-100*[100 µM]	-59*[100 µM]
OC1(CCC2(O)CCCCC2)CCCCC1	103	137	104	106	101	102	110	99
Clc1ccc(-n2ncc3c2CCc2cccnc2-3)cc1	100	93	92	96	88	112	86	93
Nc1nc(SCc2cccc(CCl)c2)c2[nH]cnc2n1	72	87	84	109	70	86	92	78
C[C@]12CCC(=O)C=C1CC[C@@H]1[C@@H]2CC[C@]2(C)C3C(=O)CC4C(=O)N(Cc5ccccc5)C(=O)C4C3C[C@@H]12 (some centres undefined)	102	93	79	108	103	.	94	103
Oc1cccc(O)c1O	101	.	87	103	105	97	98	.
CSc1nc(O)c(-c2ccccc2)c(=O)[nH]1	101	103	93	101	101	101	101	101
Cc1cc(=O)oc2cc(OCC(O)CNN3C(=O)c4cccc5c(N6CCCCC6)ccc(c45)C3=O)ccc12 (centres undefined)	84	104	77	101	86	110	81	94
c1ccc(-c2onc3ccc(-n4nncc4-c4cccs4)cc23)cc1	.	106	87	118	109	115	97	91
COc1ccc2sc3c(NCCCNCCO)nc4ccccc4c3c(=O)c2c1	-67*	102	85	71	11	86	81	92
Nc1c(C(=O)Nc2ccccc2)sc2ncc(Cl)cc12	93	91	90	104	103	100	97	105
O=C(Nc1ccccc1)c1ccc(-n2c(=O)[nH]c3ccccc3c2=O)cc1	101	99	95	103	104	97	104	102
Cc1cc(C(F)(F)F)ccc1-c1cc(-c2ccc(F)cc2)n[nH]1	80	103	77	100	92	81	.	80
COCn1c(C(=O)OC)cc2oc(/C=C3/SC(=S)N(N)C3=O)cc21	.	97	94	93	95	46	92	113
CC/C(=C\c1ccc(N(C)C)cc1)c1ccncc1	30	50	44	65	-6.4*	9.5*	33	75
Cc1cccc(NC(=O)CCCCC(=O)Nc2cccc(C)c2)c1	101	106	99	100	94	110	.	110
COc1ccc(/C=N/OCC(O)CN2CCOCC2)cc1OC1CCCC1 (centres undefined)	92	109	93	112	109	108	98	101
Cc1ccc(N=Nc2ccc(C)cc2)cc1	89	88	.	103	105	85	101	96
CCN(CC)CCCSCCCNc1cc(OC)cc2cccnc12	88	122	107	124	94	122	98	99
Continued.
SMILES	M14	SK-MEL-2	UACC-62	SK-MEL-28	MDA-MB-435	MALME-3M	SK-MEL-5	UACC-257
COc1ccc(OC)c(-c2nc3ccccc3s2)c1	96	100	83	112	106	96	97	120
COc1ccc(-c2nc(-c3ccccc3)c(-c3ccccc3)n2-c2ccc(C(=O)O)cc2)cc1	99	92	86	110	97	91	.	89
Cc1ccc2nc(NC(=O)CSc3nc(-c4ccccc4)c(C#N)c(-n4nc(C)cc4C)n3)sc2c1	96	107	79	112	102	108	95	107
COc1ccc(Cn2c(Br)c3c(c2Br)-c2nc(NC(=O)c4ccc(OC)cc4)sc2CC3)cc1	80	84	64	82	62	4.4*	62	79
COc1ccc2c(c1)O/C(=C\c1ccc(OCC(=O)Nc3nccs3)cc1)C2=O	102	92	81	47	98	100	99	86
C/C(=C(/C)C1CC1CCNS(=O)(=O)c1ccc(C)cc1)c1ccc(-c2ccccc2)cc1 (centres undefined)	90	99	73	92	101	.	78	81
N[C@@H](Cc1ccccc1)[C@@H](O)C(=O)NCCc1ccccc1	102	120	99	110	102	101	105	100
CCCNCC(O)COc1ccccc1C(=O)CCc1ccccc1 (centres undefined)	95	97	105	104	93	92	.	107
Cc1cccc(NC(=O)Nc2ccc3[nH]c(=O)c(=O)[nH]c3c2)c1	115	107	92	107	105	113	101	93
COc1cc(N=Nc2cc(S(=O)(=O)O)cc3cc(S(=O)(=O)O)cc(O)c23)c(C)cc1N=Nc1c(S(=O)(=O)O)cc2cc(Nc3ccccc3)ccc2c1O	102	103	99	109	109	94	105	111
O=C1CC(N2C(=O)CSC2=S)C(=O)N1c1ccc(O)cc1 (centres undefined)	102	105	98	101	107	98	101	106
Cn1c(C(=O)c2ccncc2)cc2ccccc21	108	114	87	100	127	135	94	116
CCOC(=O)C1=C(N)N(c2ccc(C)cc2)C2=C(C(=O)CC(C)(C)C2)C1c1ccccc1OC (centres undefined)	112	110	90	104	111	93	100	104
CC(c1nnnn1-c1ccc(Br)cc1)N1C(=O)c2ccccc2C1=O (centres undefined)	100	108	98	106	105	97	99	101
Cc1ccc(S(=O)(=O)N=S(C)C)cc1	101	98	101	103	102	92	102	95
c1ccc(C2=C(c3ccccc3)C(c3ccccc3)=C(c3ccccc3)C2)cc1	85	108	86	99	93	88	101	102
COc1ccc(C2CC(=O)C=C3c4ccc(OC)cc4CCC32)cc1 (centres undefined)	98	110	107	108	98	135	105	107
N#Cc1c(NC(=O)NCc2ccccc2)sc2c1CCCC2	11	46	39	65	-35*	48	13	68
COc1ccc2sc(C)cc(=O)c2c1	104	98	105	112	104	112	102	91
O=C(CSc1nnc(-c2ccc3nc(-c4ccccc4)[nH]c3c2)o1)Nc1ccccc1	.	103	88	98	89	92	79	105
Cc1ccc([P+](Cc2ccccc2)(c2ccccc2)c2ccccc2)cc1	3.2*	-29*	1.5*	24	2.3*	-11*	-43*	-29*
O=[N+]([O-])c1ccccc1Nc1cccc(F)c1	112	105	98	114	109	.	112	101
COc1ccc(C2=C(CN)C(O)NC(=NCC(=O)c3ccc(CN)cc3)N2)cc1 (centres undefined)	100	106	98	100	103	102	105	98

Three of the compounds above, bar-delimited:
Structure | M14 | SK-MEL-2 | UACC-62 | SK-MEL-28 | MDA-MB-435 | MALME-3M | SK-MEL-5 | UACC-257
C/C(=C(/C)C1CC1CCNS(=O)(=O)c1ccc(C)cc1)c1ccc(-c2ccccc2)cc1 (centres undefined) | 90 | 99 | 73 | 92 | 101 | . | 78 | 81
N[C@@H](Cc1ccccc1)[C@@H](O)C(=O)NCCc1ccccc1 | 102 | 120 | 99 | 110 | 102 | 101 | 105 | 100
CCCNCC(O)COc1ccccc1C(=O)CCc1ccccc1 (centres undefined) | 95 | 97 | 105 | 104 | 93 | 92 | . | 107

Part of the list above in another layout.
> Cc1ccc(N=Nc2ccc(C)cc2)cc1
  M14: 89; SK-MEL-2: 88; UACC-62: .; SK-MEL-28: 103; MDA-MB-435: 105; MALME-3M: 85; SK-MEL-5: 101; UACC-257: 96

> OC1(CCC2(O)CCCCC2)CCCCC1
  M14: 103; SK-MEL-2: 137; UACC-62: 104; SK-MEL-28: 106; MDA-MB-435: 101; MALME-3M: 102; SK-MEL-5: 110; UACC-257: 99

> O=C(NNC(=O)c1ccc(NC(=O)c2ccccn2)cc1)Nc1ccc(Cl)cc1
  M14: 104; SK-MEL-2: 101; UACC-62: 97; SK-MEL-28: 105; MDA-MB-435: 103; MALME-3M: 108; SK-MEL-5: 100; UACC-257: 104

> N[C@@H](Cc1ccccc1)[C@@H](O)C(=O)NCCc1ccccc1
  M14: 102; SK-MEL-2: 120; UACC-62: 99; SK-MEL-28: 110; MDA-MB-435: 102; MALME-3M: 101; SK-MEL-5: 105; UACC-257: 100
